Bioassay records from PubChem.
EphA4 KYL inhibition: inhibitors of EphA4 binding to KYL peptide, primary screen, biochemical, colorimetric, mouse EphA4 (AID 689); Ephrin type-A receptor 4 (Mus musculus); EphA4-AP binding to KYL peptide, pNPP A405; higher % means a stronger effect; inhibition, % at 10 µM; hits with a dose series show IC50 in µM; 62,000 tested, 0.1% active; in the data active = a potency from the dose series; inactive = the rest, 99 in 100 with inhibition below about 22%
Active calls of the source: *; & = joins results of further samples. Not all compounds are listed; count on the stated rates, not on these rows.

SMILES	EphA4 KYL inhibition
Cc1nc(S(=O)(=O)N(C)c2ccccc2)c(C#N)c(C)c1Cl	1%
O=C1CCCC2=C1C(c1cccs1)Nc1ccc3ncccc3c12 (stereo unspecified)	-5%
CC(C)(C)OC(=O)N1CCC(c2cc(=O)n3[nH]cc(C(=O)NC4CCCC4)c3n2)CC1	36%
Cc1ccc(NCc2nnc(SCC(=O)Nc3ncc(C)s3)n2Cc2ccco2)c(C)c1	-35%
COc1ccc(C2=Nn3c(nnc3-c3cccnc3)SC2)cc1OC	-8%
Nc1nc(SCc2nc(-c3ccccc3)no2)[nH]c(=O)c1-c1ccccc1	-2%
CC(C)CNC(=O)C1CCN(c2ccc(S(=O)(=O)N3CCOCC3)cc2Cl)CC1	-22%
O=C(CSc1nc(-c2ccco2)cc(C(F)(F)F)n1)N1CCN(Cc2ccccc2)CC1	-5%
Cc1cc(NC(=O)c2ocnc2C)no1	17%
CO/N=C/NC(=O)c1cn(-c2ccc(F)cc2)c(=O)c2ccccc12	17%
Cc1cc2ccccc2c(=O)n1CC(=O)NCC(=O)N1CCCC(C)C1 (stereo unspecified)	-13%
O=C(O)CCCC(=O)Nc1ccc(N2CCCC2)cc1	14%
C#CCSc1nc(Cc2ccc(Cl)cc2)nc2ccccc12	-8%
Cc1cccc(C(=O)Nc2ccccc2C(=O)OCc2c(C)noc2C)c1	-23%
CC(=O)N1CCN(Cc2nc3cc(NC(=O)c4ccccc4C)ccc3n2C)CC1	-12%
FCCCOc1ccc(/C=N/OCc2ccc(Cl)cc2Cl)cc1	-3%
CC(=O)OC1CC(n2ccc(NC(=O)c3ccccc3)nc2=O)OC1CO (stereo unspecified)	-12%
CCOC(=O)CSc1nc(-c2ccc3c(c2)OCO3)ccc1C#N	-19%
O=C(C1=COCCO1)N1CCN(C(c2ccccc2)c2ccccc2)CC1	-1%
Cc1ccccc1C(=O)c1c[nH]c(C(=O)NCC2CCCO2)c1 (stereo unspecified)	-8%
Cc1ccc(S(=O)(=O)N2CCCC(C(=O)Nc3cccnc3)C2)cc1 (stereo unspecified)	-29%
CC(C)c1ccc(CNC(=O)CSCC(=O)Nc2ccc3ccccc3c2)cc1	-2%&-11%
O=C(C1CCN(S(=O)(=O)Cc2ccccc2)CC1)N1CCCc2ccccc21	-10%
COc1cccc(/C=C2\N=C(c3c(-c4ccccc4)noc3C)OC2=O)c1OC	2%
COc1ccc(CNC(=O)c2c(O)c3cccc4c3n(c2=O)CCC4)cc1	-13%
CCCc1cc(=O)[nH]c(SCc2nc3ccccc3s2)n1	-16%
Cc1oc(-c2ccccc2F)nc1CN1CCC(C(=O)NCc2ccco2)CC1	-8%
CC(C)C(=O)NC(=S)Nc1ccccn1	-7%
COc1cc(C(=O)NCCCNc2nc3cc(C)cc(C)c3cc2C#N)cc(OC)c1OC	0%
CCOC(=O)N1CCN(S(=O)(=O)c2ccc3c(c2)CCN3C(=O)C2CC2)CC1	-10%

Four of the entries above in order of the EphA4 KYL inhibition value, largest number first.
SMILES	EphA4 KYL inhibition
CC(C)C(=O)NC(=S)Nc1ccccn1	-7%
Cc1ccccc1C(=O)c1c[nH]c(C(=O)NCC2CCCO2)c1 (stereo unspecified)	-8%
CCOC(=O)N1CCN(S(=O)(=O)c2ccc3c(c2)CCN3C(=O)C2CC2)CC1	-10%
CC(=O)OC1CC(n2ccc(NC(=O)c3ccccc3)nc2=O)OC1CO (stereo unspecified)	-12%

Following part
SMILES	EphA4 KYL inhibition
Cc1cccc(NC(=O)c2sc3nc(-c4ccc(F)cc4)cn3c2C)n1	0%
CCCCCn1c(=S)[nH]c2ncccc2c1=O	-6%
O=P(Cc1ccncc1)(c1ccccc1)c1ccccc1	0%
C/C(N)=N\S(=O)(=O)c1ccc(Cl)cc1	-14%
COc1ccc(C(C(=O)Nc2ccc(C(C)C)cc2)N(C)C(=O)CNC(C)=O)cc1 (stereo unspecified)	-17%
COc1ccc2c(c1)OCC/C2=N\OC(=O)c1ccc(C)cc1	-7%
CC(C)N1C(=O)C2C(c3ccccc3O)NC(C)(C(=O)O)C2C1=O (stereo unspecified)	-7%
COc1ccc(/C=N/Nc2nnc(-c3ncc[nH]3)c3ccccc23)cc1	-7%
CCOC(=O)c1cc(=O)n2nc(-c3ccc(C)cc3)nc2s1	-3%
COc1ccccc1N(CC(=O)Nc1cccnc1)S(=O)(=O)c1ccccc1	-1%
O=c1c2ccccc2nc(-c2ccco2)n1-c1cccc2ccccc12	-15%
COc1cccc(C2=NO[C@@H]3C(=O)N(c4ccc5c(c4)OCCO5)C(=O)[C@H]23)c1OC	-5%
CCNC(=O)N1c2ccc(OC)cc2C(C)=CC1(C)C	-7%&-1%
COc1ccccc1NC(=O)COc1ccc(Br)cc1CO	-9%
O=c1c2cc(Br)ccc2nc(-c2cccc(C(F)(F)F)c2)n1O	-3%

Some of the entries so far, as labelled records:
molecule: COc1ccc(C(C(=O)Nc2ccc(C(C)C)cc2)N(C)C(=O)CNC(C)=O)cc1 (stereo unspecified)
  EphA4 KYL inhibition: -17%
molecule: O=c1c2ccccc2nc(-c2ccco2)n1-c1cccc2ccccc12
  EphA4 KYL inhibition: -15%
molecule: Cc1cc2ccccc2c(=O)n1CC(=O)NCC(=O)N1CCCC(C)C1 (stereo unspecified)
  EphA4 KYL inhibition: -13%

3 entries out of the list, sorted by molecular weight, smallest number first.
SMILES	EphA4 KYL inhibition
CC(C)C(=O)NC(=S)Nc1ccccn1	-7%
O=C1CCCC2=C1C(c1cccs1)Nc1ccc3ncccc3c12 (stereo unspecified)	-5%
O=C(C1=COCCO1)N1CCN(C(c2ccccc2)c2ccccc2)CC1	-1%

The listing continues.
SMILES	EphA4 KYL inhibition
COc1ccc2c(c1)C(c1ccc([N+](=O)[O-])cc1)=NNC(c1ccco1)=N2	-8%
Cc1ccc(OCC(=O)NC2C3CC4CC(C3)CC2C4)c(Br)c1 (stereo unspecified)	5%
O=C(c1cc2ccccn2n1)N1CCN(c2ccccn2)CC1	1%
CSc1ccc(C2C3(C#N)C(N)=NC4(OCCO4)C23C#N)cc1 (stereo unspecified)	-4%
COc1ccc2c(c1)Cc1sc(NC(=O)c3ccco3)nc1-2	-11%
NC(=O)SCC(=O)Nc1cccc(Cl)c1	-11%
O=[N+]([O-])c1ccc2nccn2c1	-4%
CCOC(=O)/C(C(N)=NCC(C)C)=C(/O)c1ccccc1	-11%
CCOc1ccc(CSC2=NCCN2)cc1Cl	-5%
CCOC(=O)c1ccc(NC(=O)/C=C/c2ccc(Cl)cc2)cc1	4%
CN(CC(=O)N1CCCCCC1)S(=O)(=O)c1cccc2cccnc12	-5%
Cc1cccc(N/C(=N\S(=O)(=O)c2ccccc2)C(F)(F)F)c1	-5%
Cc1ccccc1-c1noc(-c2ccc(O)cc2)n1	4%
Cc1ccc(CCNC(=O)C2CCCN(S(=O)(=O)c3cccc4nsnc34)C2)cc1 (stereo unspecified)	-2%
COc1cc(/C=C2/C(=O)NC(=O)N(c3cc(C)cc(C)c3)C2=O)cc(Br)c1OC	-7%
COc1ccc(OCCn2c(C)c(/C=N/n3cnnc3)c3ccccc32)cc1	-10%
OCC(CO)(CO)N=Cc1cc(Br)ccc1O	0%
COc1ccc(-n2nc3cc(C)c(NC(=S)NC(=O)c4ccccc4C)cc3n2)cc1	-7%
Cc1ccc(N2CC(C(=O)NCc3cccs3)CC2=O)cc1 (stereo unspecified)	-9%
Cc1ccc(S(=O)(=O)N2CCN(CCNC(=O)C(=O)Nc3ccc(Cl)cc3)CC2)cc1	11%
C=CCSc1nccc(-c2nn(-c3ccc(C)cc3)ccc2=O)n1	-6%
O=C1C(Cl)=C(Nc2ccc(F)cc2)C(=O)N1c1ccccc1	13%
COc1cc(C(=O)Oc2ccccc2)ccc1OCc1c(C)noc1C	-5%
COc1cc(C2Nc3ccccc3C(=O)N2c2ccc(Cl)cc2)ccc1O (stereo unspecified)	4%
N=C1C(c2ccccc2)=C(O)CN1c1ccc2c(c1)OCO2	2%
COc1ccc(C(=O)N2CCN(c3ccc([N+](=O)[O-])cc3)CC2)cc1Cl	-12%
COCCn1c(N)c(C(=O)OCc2ccccc2)c2nc3ccccc3nc21	-8%
COc1ccc(Cc2nnc(NC(=O)Nc3ccccc3)s2)cc1	-1%
CN(C)C(CNC(=O)NC1CCCCC1)c1cccnc1 (stereo unspecified)	-5%
CCOC(=O)N1CCC(Nc2c(NCCCN(CC)c3cccc(C)c3)c(=O)c2=O)CC1	-5%
CCC(=O)Nc1cccc(C(=O)/C=C/c2ccccc2)c1	-4%
CCOc1cc(/C=N/NC(=O)CNc2cccc(C)c2)ccc1OC(=O)c1ccccc1	-4%
O=C(NC1CCCCC1)c1ccc2c(=O)n(CC3CCCO3)c(=O)[nH]c2c1 (stereo unspecified)	-4%
COc1ccc(CN2CCN(c3ccccn3)CC2)c(OC)c1	-9%
O=C(CCN1C(=O)C2C3C=CC(C4CC34)C2C1=O)Oc1cccc2cccnc12 (stereo unspecified)	-4%
O=C(/C=C/c1c(F)cccc1Cl)c1ccc(F)cc1	8%
CCOc1ccc(-c2nc(N)ncc2Oc2ccccc2Br)c(O)c1	6%
CCOc1ccc(N2C(=O)c3cccnc3C2Nc2ccc(C)c(C)c2)cc1 (stereo unspecified)	-7%
Cc1nn(Cc2ccc(Cl)cc2)c(C)c1NC(=O)CSc1nc2c(c(C(F)(F)F)n1)CCc1ccccc1-2	-8%
CCOc1cc(/C=N/NC(=O)Cn2nc([N+](=O)[O-])cc2C)cc(Br)c1OCc1ccccc1C	-11%
O=C(NCc1ccco1)c1ccc2c(=O)n(CCC3=CCCCC3)c(=O)[nH]c2c1	-5%
Cc1ccnc(NC(=O)CCC(=O)N(CC(=O)NCCc2ccccc2)Cc2ccco2)c1	8%
CCCCNc1nc2ccccc2n1CC(=O)N1CCc2ccccc2C1	2%
Cc1ccc(/C=N/NC(=O)C(NC(=O)c2ccccc2)c2n[nH]c(=O)c3ccccc23)cc1 (stereo unspecified)	-12%
CCOC(=O)Nc1sc(NS(=O)(=O)c2ccccc2)nc1C	-10%
COc1ccccc1C1(O)CCN(C(=O)c2cccs2)CC1	-9%
CC(C)COc1ccc(C(=O)Nc2ccc(N3CCOCC3)cc2)cc1	-8%
OCc1nc2ccccc2n1CC(O)COc1ccccc1 (stereo unspecified)	-11%
O=C(CSc1nnc(CNc2ccc(F)cc2)n1Cc1ccco1)N1CCCC1	-12%
CC(C)NC(=O)CN(C)S(=O)(=O)c1ccc(F)cc1	-17%
O=c1[nH]c(=O)n(Cc2ccc(F)cc2)c(O)c1/C=C1\C=Nc2ccccc21	6%
COc1ccc(OC)c(C2C3=C(CCCC3=O)NC3=C2C(=O)CCC3)c1	1%
Cn1c(C(=O)O)c(CC(=O)Nc2ccc(F)cc2F)c2ccccc21	-7%
FC(F)(F)c1cnc(Nc2ccc(N3CCOCC3)cc2)c(Cl)c1	-11%
CCCS(=O)(=O)c1c(S(=O)(=O)CCC)c2c(N)cccn2c1C(=O)c1ccccc1	-8%
COc1cc(OC)cc(-c2cc3nc(C4CCN(C(=O)OC(C)(C)C)CC4)cc(=O)n3[nH]2)c1	-7%
Cc1c(NC(=O)c2nn3c(c2Cl)NC(c2ccc(Cl)cc2)CC3C(F)(F)F)c(=O)n(-c2ccccc2)n1C (stereo unspecified)	-17%
CCOC(=O)C1=C(C)OC(N)=C(C#N)C1c1cc(C)sc1C (stereo unspecified)	-1%
CCCOc1ccc(N2C(=O)C3C4C=CC(C4=C(C)C)C3C2=O)cc1 (stereo unspecified)	2%
Cc1ccc(Sc2cc(Cl)nc(N)n2)cc1	-14%
The list continues:
SMILES	EphA4 KYL inhibition
Cc1ccccc1NC(=O)CN1C(=O)COc2ccc(Cl)cc21	-1%
COCc1cc(Sc2cccc(Cl)c2Cl)nc(-c2ccccc2)n1	-3%
O=C(Cn1c(C(F)(F)F)nc2ccccc21)Oc1cccc(C(F)(F)F)c1	-6%
COC(=O)CNC(=O)CNC(=O)c1nn(-c2ccc(OC)c(Cl)c2)c(=O)c2ccccc12	-8%
CCOC(=O)C(=Cc1ccc(-c2ccsc2C(=O)OC)o1)C(=O)OCC	24%
C=CCNC(=O)/C(=C/c1cn(-c2ccccc2)nc1-c1cccc([N+](=O)[O-])c1)NC(=O)c1ccccc1	-17%
CCCOc1ccc(NC(=O)CC2C(=O)N(CC)C(=S)N2Cc2cccs2)cc1 (stereo unspecified)	0%
O=C(c1cc(=O)[nH]c2ccccc12)N1CCN(S(=O)(=O)c2ccc3ccccc3c2)CC1	-10%
COCCn1nnnc1C(c1ccc(C(F)(F)F)cc1)N1CCOCC1 (stereo unspecified)	-20%
O=C(O)[C@@H]1CCCC[C@@H]1C(=O)N1CCc2ccccc2C1CN1C(=O)c2ccccc2C1=O (stereo partly specified)	4%
Cc1nc(Nc2ccncc2)c2oc3ccccc3c2n1	-11%
Cc1c(Nc2cc(N3CCCCCC3)c3nonc3c2[N+](=O)[O-])c(=O)n(-c2ccccc2)n1C	-2%
NC(=O)CN1C(=O)C2CCCCN2C(=O)c2ccccc21 (stereo unspecified)	-4%
Clc1cccc(Cl)c1/C=N\Nc1nccs1	10%
O=C(OCC(O)CN1CCCCC1)C12CC3CC(CC(C3)C1)C2 (stereo unspecified)	3%
CCOC(=O)CSc1nc2ccccc2c(=O)n1-c1ccc(C(=O)NCCOC)cc1	-3%
CCOC(=O)C1CCCN(c2c(NCCCN(CC)c3cccc(C)c3)c(=O)c2=O)C1 (stereo unspecified)	-3%

At a glance, part of the list above.
SMILES	EphA4 KYL inhibition
Cc1ccccc1NC(=O)CN1C(=O)COc2ccc(Cl)cc21	-1%
COCc1cc(Sc2cccc(Cl)c2Cl)nc(-c2ccccc2)n1	-3%
O=C(Cn1c(C(F)(F)F)nc2ccccc21)Oc1cccc(C(F)(F)F)c1	-6%
